Screening results deposited in PubChem by several laboratories.
A340 absorber = compound light absorbance at 340 nm, profiling panel, artefact control, biochemical, MLSMR library, data from PS, PMK, MK assays; 65,000 tested, under 10 active; fold change at 10 µM; compound absorbance at 340 nm, fold over control;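 active = at 10 µM dose, initial 340 nm absorbance at least 2 fold that of control wells; inactive = change under 2 fold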;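 note: initial absorbance extrapolated from kinetic A340 decline of NADH oxidation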
FXIIa inh mix = human factor XIIa inhibitors, primary screen, biochemical, pooled compound mixtures, fluorogenic substrate. purified FXIIa. inhibition, % at 5 µM. 62,000 compounds, 0.2% hits. AID 684, 2007;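 note: 0% = enzyme without compound and 100% = no enzyme blank; some results filed as inactive read as strong as hits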
CatB mix inh = cathepsin B inhibitors from pooled compounds, primary screen, biochemical, compound mixtures, AMC fluorescence; P07858; Purified cathepsin B, AMC dipeptide fluorescence; inhibition, %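 (ten-compound pools at 5 µM per compound and 50 µM total)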; 62,000 compounds, 0.06% hits; AID 488, 2006; in the data active = inhibition above about 22%, passing the limit was not always enough;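 note: 0% = enzyme without compound and 100% = no enzyme blank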
CatL inh = inhibitors of human cathepsin L, biochemical. Procathepsin L (Homo sapiens), P07711. purified cathepsin L, fluorogenic substrate, fluorescence. inhibition, %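 (tested at 10 µM)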. 58,000 compounds, 0.17% hits. AID 460, 2006; in the data active = inhibition above about 45%;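 note: 0% = enzyme with no compound and 100% = no enzyme blank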
CatB block = human cathepsin B inhibitors, primary screen, biochemical, fluorogenic substrate; purified cathepsin B, fluorescence; inhibition, %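 (tested at 10 µM)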; 63,000 compounds, 0.1% hits; AID 453, 2006; in the data active = inhibition above about 21%;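 note: 0% = enzyme with no compound and 100% = no enzyme blank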
FXIa mix inh = FXIa protease inhibitors in compound pools, primary screen, biochemical, 10-compound mixtures | inhibition, % at 5 µM | 62,000 compounds, 0.19% hits | purified FXIa, fluorogenic substrate, pooled mixtures | Coagulation factor XI (Homo sapiens), P03951;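 note: each value is inhibition by a whole ten-compound pool holding the compound; 0% = enzyme with no mixture and 100% = wells lacking enzyme; strong numbers were not always called active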
CatS inh = inhibitors of human cathepsin S, biochemical, compound mixtures | P25774 | recombinant cathepsin S, AMC dipeptide fluorescence, pooled mixtures | inhibition, %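 (tested at 5 µM per compound within 10-compound mixtures)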 | 62,000 compounds, 0.06% hits; in the data active = inhibition above about 32%, passing the limit was not always enough;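 note: 0% = enzyme without compound and 100% = blank without enzyme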
Cathepsin G inh = human cathepsin G inhibitors, primary screen, biochemical, pooled compound mixtures, AMC fluorescence; AID 581, 2007; purified enzyme, AMC-tetrapeptide fluorescence; P08311; 62,000 compounds, 0.2% hits; inhibition, % at 5 µM (by protocol);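 active = inhibition above 20% in each of the two mixture wells holding the compound; inactive = inhibition of 20% or less in either well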;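 note: 0% = enzyme control without mixture and 100% = blank lacking enzyme; strong numbers were not always called active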
Target sequence (P08311 21-244 limits assumed): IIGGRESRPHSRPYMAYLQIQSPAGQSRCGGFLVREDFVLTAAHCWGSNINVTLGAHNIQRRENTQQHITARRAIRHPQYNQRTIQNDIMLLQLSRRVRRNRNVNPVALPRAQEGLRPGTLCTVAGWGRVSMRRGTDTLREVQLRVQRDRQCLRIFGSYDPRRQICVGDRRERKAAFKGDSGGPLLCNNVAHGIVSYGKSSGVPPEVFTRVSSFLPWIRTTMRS
C1s block = complement C1s protease inhibitors, primary screen, biochemical, 10-compound mixtures; mean inhibition % of two 10-compound mixtures (hits give high values), % at 5 µM (by protocol); Complement C1s subcomponent (Homo sapiens), P09871; 62,000 compounds, 0.16% hits; purified C1s, fluorogenic AMC substrate, pooled mixtures;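 active = inhibition above 20% in each of the two 10-compound mixture wells holding the compound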;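 note: 0% = enzyme wells lacking compound mixture and 100% = no-enzyme blank wells; some compounds called inactive have numbers as strong as hits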
Target sequence (P09871 16-437 limits assumed): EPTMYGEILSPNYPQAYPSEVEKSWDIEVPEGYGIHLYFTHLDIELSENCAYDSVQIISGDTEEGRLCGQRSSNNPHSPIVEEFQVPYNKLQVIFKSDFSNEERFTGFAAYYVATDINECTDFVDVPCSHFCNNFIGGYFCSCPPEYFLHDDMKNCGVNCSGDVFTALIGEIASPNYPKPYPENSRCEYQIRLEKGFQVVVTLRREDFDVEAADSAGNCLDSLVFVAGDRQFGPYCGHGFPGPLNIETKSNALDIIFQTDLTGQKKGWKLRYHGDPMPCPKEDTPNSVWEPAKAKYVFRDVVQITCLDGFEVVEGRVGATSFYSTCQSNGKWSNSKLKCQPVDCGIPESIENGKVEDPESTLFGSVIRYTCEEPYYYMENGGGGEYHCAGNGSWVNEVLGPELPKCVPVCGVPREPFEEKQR
Target sequence (P09871 438-688 limits assumed): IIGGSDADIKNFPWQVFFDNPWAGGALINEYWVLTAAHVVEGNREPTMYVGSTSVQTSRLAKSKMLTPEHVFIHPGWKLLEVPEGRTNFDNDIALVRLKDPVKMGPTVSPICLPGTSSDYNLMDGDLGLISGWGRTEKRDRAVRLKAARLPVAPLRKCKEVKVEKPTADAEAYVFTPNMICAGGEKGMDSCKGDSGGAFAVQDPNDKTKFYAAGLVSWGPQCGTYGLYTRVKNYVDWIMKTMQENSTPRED
* = called active by the depositor; / = not tested or not shown. Cut-off read from the data, not from the text of the source, unless noted: active = inhibition above about 20% (passing the limit was not always enough); inactive = the rest. The list is partial (hit frequency here may not be typical).

Below each compound – A340 absorber	FXIIa inh mix	CatB mix inh	CatL inh	CatB block	FXIa mix inh	CatS inh	Cathepsin G inh	C1s block
1: CCC(c1nnnn1Cc1ccc(F)cc1)N(CCCO)Cc1cc2cc3c(cc2[nH]c1=O)OCO3 (stereo not given)
→ 1.1	2	-4	-7	0	7	9	-2	-42
2: Cc1ccc(S(=O)(=O)N2CCC(C(=O)N[C@H](C(=O)NCC3CCCO3)C(C)C)CC2)cc1 (stereo not given in full)
→ 1	1	8	7	0	3	22	1	0
3: COc1ccc(C(c2nnnn2CC2CCCO2)N2CCN(c3ccccc3)CC2)cc1 (stereo not given)
→ 1.1	-4	-5	5	-13	4	-3	5	0
4: COCCNS(=O)(=O)c1ccc(-c2ccc(S(=O)(=O)NCCOC)cc2)cc1
→ 1	3	0	7	6	4	1	-2	-17
5: CCOC(=O)N1CCN(S(=O)(=O)c2ccc3c(c2)SC(C)C(=O)N3)CC1 (stereo not given)
→ 0.97	1	0	0	0	11	-5	-1	-2
6: O=C(NCc1ccc2c(c1)OCO2)C1CCC(CNS(=O)(=O)c2ccccc2)CC1 (stereo not given)
→ 0.99	-15	0	-4	0	9	-1	4	3
7: Cc1ccc(C(C)n2cc(C(=O)NCCN3CCN(C)CC3)nn2)cc1 (stereo not given)
→ 1	1	4	8	4	3	6	8	-10
8: Cc1ccc(S(=O)(=O)CC2CSc3nnc(C)c(=O)n32)cc1 (stereo not given)
→ 0.99	-14	9	0	-2	6	18	-1	4
9: CCOC(=O)c1c(NC(=O)c2cccs2)sc(C)c1C
→ 1	-8	5	-8	-1	7	-21	1	-3
10: Cn1c(Cc2csc(N)n2)nnc1SCC(=O)NC1CCCCC1
→ 0.99	2	4	1	6	1	-7	-8	0
11: Cn1cnnc1SCC(=O)NCc1cccc(C(F)(F)F)c1
→ 0.99	-11	-1	-6	0	12	-4	4	7
12: Cc1ccc(-c2nnn(CC(=O)N(c3cccc(F)c3)C(C(=O)NC3CCCC3)c3ccco3)n2)o1 (stereo not given)
→ 1	5	1	10	8	1	13	12	11
13: COc1cccc(S(=O)(=O)Nc2cccnc2)c1
→ 1	-35	4	-3	3	-2	-6	-3	2
14: Nc1nc(N2CCOCC2)nc2ccccc12
→ 1	6	-6	22	-1	-6	6	9	-18
15: COc1ccc2cnn(Cc3ccccc3)c(=O)c2c1OC
→ 1	-13	-3	5	-2	18	7	6	3
16: CCOc1ccc(C(=O)Nc2c3c(nn2-c2ccc(F)cc2)CS(=O)C3)cc1 (stereo not given)
→ 0.98	2	4	9	-3	12	8	9	9
17: Cc1ccc(C)c(C(=O)Nc2c(C(N)=O)oc3ccccc23)c1
→ 1	2	4	/	-2	4	0	-3	1
18: COc1cc(NC(=O)NC(C)(C(F)(F)F)C(F)(F)F)cc(OC)c1OC
→ 0.98	10	2	15	-3	5	6	15	-43
19: COC(=O)c1nnn(-c2nonc2N)c1CSc1ccc(Cl)cc1
→ 1	3	9	22	-3	12	27	2	-9
20: c1coc(Cn2nnnc2CN2CCN(C3CCCC3)CC2)c1
→ 0.99	8	3	-2	4	21	3	12	9
21: CCc1ccc(S(=O)(=O)NCc2cn3ccccc3n2)s1
→ 1	4	3	-5	1	5	-6	10	12
22: O=C1CC(Cc2ccccc2)C(=O)N1Cc1ccco1 (stereo not given)
→ 1	6	-24	20	-3	-26	-25	0	-141
23: CC(C)COc1ccc(/C(O)=C2/C(=O)C(=O)N(CCN(C)C)C2c2ccncc2)cc1 (stereo not given)
→ 1.1	7	14	-5	7	14	-6	0	4
24: CSc1nc2nc(C)cc(-c3ccccc3)n2n1
→ 1	1	6	11	1	-2	12	-16	-31
25: CCNC(=O)c1c(C)nc2ccccn12
→ 1.1	3	0	9	-1	9	15	-2	-14
26: Cc1ccn2cc(CNC(=O)c3ccc(Br)o3)nc2c1
→ 1.1	6	5	20	1	11	7	2	1
27: CCOc1ccc(C(=O)CN2CCN(S(=O)(=O)c3ccc(Br)cc3)CC2)cc1
→ 1	-13	7	14	7	5	18	10	16
28: CCCOc1ccc(C2C(C(=O)c3ccc(C)o3)=C(O)C(=O)N2CCN2CCOCC2)cc1OC (stereo not given)
→ 1.1	12	5	13	2	9	6	10	14
29: CCn1c(Cc2ccccc2)nnc1SCC(=O)Nc1ccc(N2CCOCC2)c(Cl)c1
→ 1	38	4	-1	1	9	-9	12	14
30: COc1ccc(OC)c(NC(=O)CSc2nnc(Cn3c(=O)sc4ccccc43)n2C)c1
→ 1.1	0	1	27	5	24	5	11	12
31: Cc1cc(C)nc(/N=C/c2c(O)n(C)c(=O)n(C)c2=O)n1
→ 1.1	5	4	15	3	5	4	-9	31
32: COc1ccc(NS(=O)(=O)c2ccc(OC)c(OC)c2)cc1OC
→ 1	2	2	/	-1	4	-6	-2	0
33: CC(=O)c1cccc(NC(=O)N2CCCC2C(=O)Nc2cccc(C)c2C)c1 (stereo not given)
→ 1	-10	-1	7	-1	3	-1	-5	-12
34: COC(=O)c1cc(OC)c(OC)cc1NC(=O)Nc1ccc(OC)cc1OC
→ 1.1	0	1	-11	-2	5	-4	-1	1
35: N#Cc1c(NC(=O)Cn2c(=O)oc3ccccc32)oc(-c2ccccc2)c1-c1ccccc1
→ 1.1	8	1	-3	0	8	-1	5	-1
36: O=c1c2ccccc2oc2ncccc12
→ 1.1	3	18	-16	7	38	15	28	13
37: Cc1cc2c(c(=O)n1CCc1ccccc1)C(C(C)C)C(C#N)=C(N)O2 (stereo not given)
→ 0.99	-4	-5	0	-4	2	-14	-4	-35
38: COc1ccc(NC(=O)c2ccc(N(C)S(C)(=O)=O)cc2)cc1OC
→ 1.1	3	4	10	6	3	15	4	6
39: CCCNC(=O)C1CC(=O)N(c2ccc(OCC(=O)Nc3cccc(C)c3C)cc2)C1 (stereo not given)
→ 1	4	-6	-8	0	3	-4	-10	-28
40: Cc1sc2nc(CN(Cc3cccs3)C(=O)C3CC3)[nH]c(=O)c2c1C
→ 1.1	0	4	9	5	5	-4	7	6

One compound at a time (already shown):
CC(=O)c1cccc(NC(=O)N2CCCC2C(=O)Nc2cccc(C)c2C)c1 (stereo not given) in the list: A340 absorber: 1; FXIIa inh mix: -10; CatB mix inh: -1; CatL inh: 7; CatB block: -1; FXIa mix inh: 3; CatS inh: -1; Cathepsin G inh: -5; C1s block: -12
CCc1ccc(S(=O)(=O)NCc2cn3ccccc3n2)s1 in the list: A340 absorber: 1; FXIIa inh mix: 4; CatB mix inh: 3; CatL inh: -5; CatB block: 1; FXIa mix inh: 5; CatS inh: -6; Cathepsin G inh: 10; C1s block: 12

Additional records
Below each compound – A340 absorber	FXIIa inh mix	CatB mix inh	CatL inh	CatB block	FXIa mix inh	CatS inh	Cathepsin G inh	C1s block
41: Cc1cnc(C(=O)Nc2ccc(F)c(F)c2)cn1
→ 0.97	7	-3	13	0	-4	0	10	2
42: Cn1c(CSc2nc3ccccc3s2)nc2ccccc21
→ 1	15	5	-5	7	4	31	-10	-17
43: O=C1C2C3C=CC(CO)(O3)C2C(=O)N1c1ccc(-c2ccccc2)cc1 (stereo not given)
→ 1	2	0	28	3	-1	9	0	2
44: COc1ccc(OCc2nnc(SCC(=O)NCc3ccco3)o2)cc1
→ 0.97	1	0	20	1	-1	-1	1	1
45: CC(C)CCNC(=O)CN(CCCN1CCOCC1)C(=O)Cn1nnc(-c2ccc(F)cc2)n1
→ 0.99	4	-1	18	6	8	11	0	-33
46: COC(=O)c1c(C)oc2cc(Br)c(OCC(=O)C(C)(C)C)cc12
→ 1	7	2	2	2	-6	6	7	1
47: CS(=O)(=O)c1sc2nc(-c3cccs3)cc(-c3ccccc3)c2c1N
→ 1	14	-5	-9	2	-14	-8	4	-24
48: COc1ccc(OC)c(NC(=O)C2CC(C)=C(C)CC2C(=O)O)c1 (stereo not given)
→ 1	6	36	14	4	40	11	12	8
49: COc1ccc(OC)c(CNC(=O)C2CCN(S(=O)(=O)N3CCCC3)CC2)c1
→ 1	10	-2	-3	0	9	-3	10	-5
50: CN(c1nc(-c2ccccc2)cs1)C1CCS(=O)(=O)C1 (stereo not given)
→ 1.1	-10	5	18	2	-3	6	-3	-28
51: CC1=C(C)C(=O)N(c2ccc(C(=O)O)cc2)C1=O
→ 1	2	2	9	5	9	18	-8	-18
52: CCC(=O)N1CCc2cc(S(=O)(=O)CCC(=O)Nc3ccc(C)c(F)c3)ccc21
→ 1	7	11	-2	0	4	-8	6	0
53: CCOC(=O)C(C(=O)Nc1ccccn1)C1CCCCC1 (stereo not given)
→ /	4	4	-10	-1	0	-2	8	8
54: CCn1c(SCC(=O)c2cccs2)nnc1-c1ccco1
→ 1	3	5	-2	2	5	5	11	9
55: O=C(Nc1ccc(OCC(=O)N2CCN(S(=O)(=O)c3ccccc3)CC2)cc1)c1ccco1
→ 1	2	0	-4	2	12	3	9	11
56: Cc1ccccc1Cn1c(C(C)O)nc2ccccc21 (stereo not given)
→ 0.99	7	5	-7	8	16	13	12	17
57: CCN1CCN(CC(=O)NC2CCCC2)C(=O)C1=O
→ 1.1	-2	-1	0	1	1	-8	-11	-17
58: Cc1cccn2c(=O)c(C=Nc3ccccc3)c(NCc3ccco3)nc12
→ 1.1	3	9	3	12	4	19	-5	-12
59: C=CCOC(=O)C1=C(C)NC2(O)c3ccccc3C(=O)C12O (stereo not given)
→ 0.99	6	5	15	-1	5	7	-3	-30
60: CS(=O)(=O)N(CCc1ccccc1)CC(=O)NCc1cccnc1
→ 1	12	8	8	0	6	4	3	3
61: O=S(=O)(c1ccc(Cl)cc1)c1ccccn1
→ 1	5	0	2	6	-5	2	7	-17
62: CN1CCN(C(=O)c2ccc(CN3CCOCC3)cc2)CC1
→ 1	-3	3	-2	5	2	8	-1	-8
63: Cc1ccc(S(=O)(=O)N2CCC(C(=O)N[C@@H](C)C(=O)NC3CCCCC3)CC2)cc1
→ 1	-2	3	26	1	6	1	8	14
64: Nc1cccc2c1C(=O)N(C(=O)c1ccc(S(=O)(=O)N3CCCCCC3)cc1)C2=O
→ 1.1	2	5	-21	-1	9	0	11	16
65: COc1ccc(CCN2C(=O)c3[nH]nc(-c4ccccc4O)c3C2c2ccccc2)cc1OC (stereo not given)
→ 1	3	14	-3	1	4	0	7	8
